KCC2 mod – modulates chloride dependent transport by human KCC2. Q9H2X9. KCC2 cells, thallium flux FluoZin-2 fluorescence. B-score of Tl+ flux slope (higher = more flux/activation; lower = inhibition) at 10 µM. 190,000 compounds, 2.2% hits;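 active = thallium flux slope and its plate-corrected score both differing from the plate sample mean at a set confidence after two filtering rounds, in either direction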;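 also: slope of fluorescence scaled to starting intensity during 10 to 20 s after thallium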
Wee1 stabilizer – blocks degradation of human Wee1 kinase. HeLa Luc-Wee1K328M stability, luciferase luminescence; 100% = proteasome inhibitor MG132 effect. reporter increase, % at 5 µM. 220,000 compounds, 1.2% hits. P30291. AID 1321;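 active = activation above the mean of all tested compounds plus 3 SD, set per screening run, cut at about 8.8% in these data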;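 also: cells exposed to compound for 20 h before luminescence read; 0% = DMSO alone and 100% = MG132 at 30 µM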
FXIIa inh – factor XIIa (human) inhibition; 220,000 compounds, 0.3% hits; P00748; purified FXIIa, Boc-QGR-AMC fluorogenic substrate, 2 h; inhibition, % at 5 µM; in the data active = inhibition above about 40%;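 also: 0% = enzyme with no compound and 100% = blank without enzyme; many of its hits are not listed in these tables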
p97 ATPase inh – blocks human p97 ATPase activity | P55072 | recombinant p97 ATPase, Kinase-Glo ATP luminescence, 3 h | inhibition, % at 8 µM | 220,000 compounds, 0.42% hits; in the data active = inhibition above about 15%;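 also: 0% = DMSO vehicle and 100% = wells lacking enzyme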
thrombin 1536 – thrombin (human) inhibition; AID 1046; 220,000 compounds, 0.26% hits; inhibition, % at 5 µM; alpha-thrombin, Boc-VPR-AMC fluorogenic substrate cleavage;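 active = inhibition at or above 40%; inactive = inhibition below 40%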;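 also: 0% = enzyme with no compound and 100% = wells without enzyme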
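System: Human alpha-thrombin protein | Medium: pH 7.5 Tris (50 mM) with NaCl 150 mM, Tween 20 0.05% | Times: Enzyme reaction carried out at room temperature | Detection: AMC fluorescence, 355/460 nm | Evaluation: Percent inhibition scaled between no-compound controls and no-enzyme blanks | Benchmarks: Enzyme without compound as high, wells lacking enzyme as low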
KLK5 inh – blocks human kallikrein 5 protease activity; recombinant hK5, fluorogenic AMC substrate cleavage; inhibition, % at 5 µM; 210,000 compounds, 0.59% hits;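 active = inhibition of 40% or more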;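 also: 0% = enzyme controls without compound and 100% = no-enzyme blanks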
Target sequence (Q9Y337 67-293 limits assumed): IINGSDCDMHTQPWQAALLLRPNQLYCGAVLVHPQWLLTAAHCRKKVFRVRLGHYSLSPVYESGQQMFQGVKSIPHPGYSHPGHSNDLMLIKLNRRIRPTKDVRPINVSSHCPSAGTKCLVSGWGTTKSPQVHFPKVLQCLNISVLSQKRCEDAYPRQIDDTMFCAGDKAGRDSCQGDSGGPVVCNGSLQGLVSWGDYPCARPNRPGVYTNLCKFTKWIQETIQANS
PERK inhibitor – inhibitors of human PERK kinase. Q9NZJ5. CHO PERK-DD fusion, SEAP luminescence translation reporter. inhibition, % at 5.6 µM. 220,000 compounds, 0.17% hits. AID 1416;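 active = inhibition above the mean inhibition of all tested compounds plus 3 SD, set separately per screening campaign, cut at about 2.9% in these data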;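 also: PERK kinase domain activated by AP20187 dimerizer at 100 nM; 0% = DMSO with dimerizer and 100% = rapamycin at 8.4 µM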
FXIa inh – inhibitors of human coagulation factor XIa; P03951; purified FXIa, Boc-Glu-Ala-Arg-AMC fluorogenic substrate; inhibition, % at 5 µM; 220,000 compounds, 0.14% hits;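 active = inhibition of at least 40%; inactive = inhibition below 40%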;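 also: fluorescence of freed AMC excited at 355 nm; 0% = enzyme without compound and 100% = no enzyme blank; many of its hits are not listed in these tables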
Target sequence (P03951 19-387 limits assumed): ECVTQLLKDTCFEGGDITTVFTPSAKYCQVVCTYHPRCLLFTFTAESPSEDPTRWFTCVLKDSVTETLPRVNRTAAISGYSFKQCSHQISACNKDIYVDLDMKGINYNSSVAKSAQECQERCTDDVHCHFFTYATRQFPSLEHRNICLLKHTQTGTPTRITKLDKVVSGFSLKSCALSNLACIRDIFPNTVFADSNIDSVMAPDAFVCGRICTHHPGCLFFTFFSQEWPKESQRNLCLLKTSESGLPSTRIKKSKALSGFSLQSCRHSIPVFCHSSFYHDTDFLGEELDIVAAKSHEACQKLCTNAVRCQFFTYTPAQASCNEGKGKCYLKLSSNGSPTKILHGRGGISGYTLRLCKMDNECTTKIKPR
Target sequence (P03951 388-625 limits assumed): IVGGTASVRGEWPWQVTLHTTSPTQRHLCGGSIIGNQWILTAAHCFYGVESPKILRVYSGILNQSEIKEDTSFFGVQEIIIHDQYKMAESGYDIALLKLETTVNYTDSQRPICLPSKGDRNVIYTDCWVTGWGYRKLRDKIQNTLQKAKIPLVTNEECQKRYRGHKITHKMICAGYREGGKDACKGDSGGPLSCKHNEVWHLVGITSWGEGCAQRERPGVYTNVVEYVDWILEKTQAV
Furin inhibitor – human furin inhibition. purified furin, fluorogenic substrate cleavage. inhibition, % at 30 µM. P09958. 220,000 compounds, 0.061% hits; in the data active = inhibition above about 25%; also: inactives centre near -15
Numbers without * were called inactive; i = inactive; nt = no result given; [ ] = remark or other dose.

SMILES	KCC2 mod	Wee1 stabilizer	FXIIa inh	p97 ATPase inh	thrombin 1536	KLK5 inh	PERK inhibitor	FXIa inh	Furin inhibitor
Cc1ccc(Cn2ccc(NC(=O)c3noc4c3CCc3ccccc3-4)n2)cc1	nt	-2	19	2	3	-3	0.1	5	-7[20 µM]
Cc1ccc2cc(CN(C(=O)c3cccs3)c3ccccc3)c(=O)[nH]c2c1	0.63	3	74*	-4	18	62*	-1.4	25	-6
CC(=O)NC(c1ccc([N+](=O)[O-])cc1)c1c(O)ccc2ccccc12 (centres undefined)	0.44	2	-1	3	-3	-4	0.2	-3	0
COc1cccc(CN(C(=O)c2ccco2)C(C(=O)NC2CCCC2)c2cccnc2)c1 (centres undefined)	0.097	-2	18	0	-2	2	-0.2	2	-31
O=C(NCc1ccc(Cl)cc1)c1cccc(NC(=O)c2ccccc2)c1	-0.53	2	12	4	-3	-23	-0.8	0	-7
CCc1nc2ccccc2n1CC(O)COc1ccc(NC(C)=O)cc1 (centres undefined)	0.45	1	13	1	-3	-1	0.5	1	-19[20 µM]
C/C(=N/NC(=O)c1ccccn1)c1ccc(O)cc1	-0.0039	-1	3	8	-3	2	-0.2	2	-19
CCOC(=O)N1CCN(Cc2nc(-c3cccs3)no2)CC1	2.5	0	3	1	-5	nt	1.7	-4	-22
CCCc1cc(=O)[nH]c(SCC(=O)Nc2nc(-c3ccccc3)cs2)n1	nt	0	2	5	1	-9	0.8	-2	-21
COc1ccc2nc3ccccc3nc2c1NC(=O)c1ccccc1Cl	1.2	-1	0	0	-4	11	0.9	-3	-16
CCOC(=O)c1ccc(NC(=O)CCNc2c(N3CCCC3)c(=O)c2=O)cc1	1.1	1	12	-2	7	10	0.3	9	-15[20 µM]
CN(C)c1ccc(N=Cc2nc(-c3ccccc3)oc2OC(=O)c2ccccc2)cc1	i	0	14	-1	-2	-1	1.2	2	-21

Part of the list above in order of SMILES length, ascending.
SMILES	KCC2 mod	Wee1 stabilizer	FXIIa inh	p97 ATPase inh	thrombin 1536	KLK5 inh	PERK inhibitor	FXIa inh	Furin inhibitor
CCOC(=O)N1CCN(Cc2nc(-c3cccs3)no2)CC1	2.5	0	3	1	-5	nt	1.7	-4	-22
Cc1ccc(Cn2ccc(NC(=O)c3noc4c3CCc3ccccc3-4)n2)cc1	nt	-2	19	2	3	-3	0.1	5	-7[20 µM]
CCOC(=O)c1ccc(NC(=O)CCNc2c(N3CCCC3)c(=O)c2=O)cc1	1.1	1	12	-2	7	10	0.3	9	-15[20 µM]

More compounds
SMILES	KCC2 mod	Wee1 stabilizer	FXIIa inh	p97 ATPase inh	thrombin 1536	KLK5 inh	PERK inhibitor	FXIa inh	Furin inhibitor
O=P1(c2ccccc2)C=Cn2c1cc1c2CCCC1 (centres undefined)	-0.6	-2	0	6	-1	4	0.6	-2	-22
c1ccc2c(c1)CNC1(CCCCC1)C2	nt	0	-5	2	-2	8	0.3	5	-11[20 µM]
O=C(C1CCN(S(=O)(=O)c2ccccc2)CC1)N(CCc1ccccc1)Cc1ccco1	-0.53	0	19	-1	3	-10	0.1	3	-17
CCOC(=O)c1ccccc1NS(=O)(=O)c1ccc(OCC)cc1	-0.73	6	7	-6	-6	-23	-0.5	-5	-9[20 µM]
O=C(Cc1ccccc1)NNC(=O)Nc1ccc(Cl)c(Cl)c1	-1.4	-3	12	10	2	-4	0.3	8	-16
COc1ccc(NC(=O)CC2C(=O)N(c3ccccc3)C(=O)N2CCc2cccs2)cc1 (centres undefined)	0.19	5	-1	-7	-5	11	-1.5	-12	-4
COc1ccccc1Nc1nc(N)nc(CN2CCN(c3ccccc3)CC2)n1	0.82	2	27	-3	4	-10	-1.5	3	-16
CSc1nnc(NC(=O)c2ccc(S(=O)(=O)N(C)C)cc2)s1	1.5	1	10	0	0	3	-0.1	5	-28
COC(=O)c1cc(Br)c(=O)n(CCN2CCCCC2)c1	0.65	3	20	2	-8	-14	1.4	6	-30
CCOc1ccc2[nH]c(=O)c(CN(CC3CCCN3CC)C(=O)NCc3ccccc3)cc2c1 (centres undefined)	-0.053	-4	10	0	3	-17	-0.9	0	-15
CCN1C(=O)/C(=c2\sc3nc(=O)c(Cc4ccccc4)nn3c2=O)c2ccccc21	0.025	-2	10	2	2	4	1.0	3	-18
CCCOC(=O)Nc1ccc(N2CCCCC2)cc1	0.3	5	15	6	-2	-11	1.7	3	-21[20 µM]
Cc1nn(CCCC(=O)NCc2ccc(F)cc2)c(C)c1[N+](=O)[O-]	-0.1	1	3	5	-9	-21	-0.7	-2	-1
CC1(C)CC(=O)c2c(Cc3ccccc3)n[nH]c2C1	-0.48	2	19	2	14	50*	-0.4	-1	-6
Cc1cc(C(=O)COc2ccccc2[N+](=O)[O-])c(C)n1-c1cccc(S(=O)(=O)N2CCOCC2)c1	0.83	1	12	8	6	-16	1.6	8	-9
O=C(Nc1nc(-c2ccc(F)c(F)c2)cs1)c1cc([N+](=O)[O-])ccc1N1CCOCC1	-0.27	-1	10	3	-11	-9	1.3	0	-18
CC(=O)N1CCN(CCN(CC2C(C)C=C(C)CC2C)C(C)=O)CC1 (centres undefined)	1.7	-4	-12	-9	-8	-2	-0.4	-7	-1
CC(C)N(c1ccccc1)c1ccc(NC(=S)NCCN(C)C)cc1	0.23	2	5	-1	-3	1	0.8	3	-19
CC(C)Cc1oc(C(=O)O)cc1CN1CCOCC1	-0.85	-1	5	-2	-5	14	0.3	-3	-16
CCOC(=O)C1CCCN(C(=O)c2ccc(OC(C)=O)cc2)C1 (centres undefined)	0.37	2	18	0	2	5	-0.7	6	-21
CCN(CC)CCNc1nc2c(c(=O)[nH]c(=O)n2C)n1CC(O)COc1ccc(Cl)cc1Cl (centres undefined)	-0.5	1	12	-6	4	-4	0.5	3	-8
COc1ccccc1NC(=O)CCC(=O)Nc1ccccc1OC	1.9	0	6	0	-1	33	-0.1	3	-22[20 µM]
Cc1ccc(C)c(OCCSc2nnc(C)c(=O)[nH]2)c1	-0.13	-2	5	0	0	-12	1.5	-6	-25
COc1cccc2cc(C(C)N(CCCN3CCOCC3)C(=S)Nc3ccc(C)cc3)oc12 (centres undefined)	-0.98	2	18	-8	1	21	-0.3	2	-2
Cc1ccccc1Nc1nc(N)nc(CSc2nc3ccccc3c(=O)n2C)n1	0.28	2	12	3	0	3	-0.9	1	-29[20 µM]
c1ccc2c(c1)C(=NCC1CCCO1)NC2=NCC1CCCO1 (centres undefined)	0.16	-1	21	-1	3	4	0.4	3	-28
CN(C)CCCNC(=O)c1cc(Br)ccc1O	0.87	-3	5	6	0	1	0.3	-10	-16
CC(C)N1C(=S)SC(C)(C)C1n1oc(=O)n(-c2ccc(Cl)c(Cl)c2)c1=O (centres undefined)	0.3	-1	7	3	-1	-13	0.7	-1	7[20 µM]
CCN(Cc1ccccc1)S(=O)(=O)c1ccc2c(c1)NC(=O)CC(=O)N2	0.71	-2	0	-1	-2	-4	-0.3	0	-12
COc1ccc(N2C(=O)CC(NCc3ccc(F)cc3)C2=O)cc1 (centres undefined)	-0.5	0	11	-6	-1	-10	-1.2	-2	-13[20 µM]
O=C(OCc1cccc([N+](=O)[O-])c1)c1cccnc1	-0.15	4	8	-5	13	-1	0.6	0	-18
Cc1ccc(C)c(N2CCN(C(=O)CSc3ccsc3[N+](=O)[O-])CC2)c1	0.6	2	6	1	4	-2	0.5	10	-5
COc1ccccc1-c1nnc(SC)n1C	1	-1	9	-2	nt	-1	0.2	4	-20
COc1ccc(C(CCN2CCCC(C)C2)c2c(OC)cc(OC)c3c(C)cc(=O)oc23)cc1 (centres undefined)	-0.72	nt	4	nt	-6	-1	nt	-4	-27
Cc1nn(Cc2c(Cl)cccc2Cl)c(C)c1NC(=O)c1cc(C(C)C)on1	0.27	1	6	8	-4	-22	-0.2	0	-16
C=CC[n+]1c(-c2ccc(OC)c(OC)c2)csc1NNC(=O)Nc1ccccc1	-1.7	0	10	3	3	-1	-0.6	7	-4[20 µM]
COc1cc(C(=O)NCC(=O)N/N=C/c2cccc(OC(=O)c3ccco3)c2)cc(OC)c1OC	-1.1	2	17	2	17	1	0.5	-1	-34
Cc1cc(C(=O)COC(=O)c2nc3nccc(C)n3n2)c(C)n1CC1CCCO1 (centres undefined)	0.84	-2	5	4	-6	-6	1.3	-2	-24
CCOC(=O)N1CCN(Cc2c(F)cccc2F)CC1	-0.46	5	-8	-2	-1	7	-0.2	3	-7[20 µM]
O=C(CSc1nc2cc([N+](=O)[O-])ccc2n1-c1ccc(F)cc1)NC1CCS(=O)(=O)C1 (centres undefined)	1	-1	10	8	-8	2	-0.7	-2	-6
CCc1nn2c(=O)cc(COc3ccc(/C=C4\C(=N)N5N=C(CC(C)C)SC5=NC4=O)cc3)nc2s1	-0.84	-1	5	2	-4	3	0.5	-1	-12
O=C(Cn1ncc2c1-c1ccccc1OC2)Nc1ccc(Cl)cn1	-0.31	-1	27	7	-2	52*	0.4	4	-19
COC(=O)[C@H](C)NC(=O)Nc1cc(OC)ccc1OC	0.95	-2	23	7	2	-6	1.3	6	-39[20 µM]
CCOc1cc(C(=S)N2CCN(C)CC2)ccc1OCC(=O)N1CCOCC1	-0.83	0	7	0	-5	-14	1.0	4	-26[20 µM]
CCN(CC)CCN(CC(=O)N(C1CCCCC1)C1CCCCC1)C(=O)c1ccco1	-0.82	-2	6	-1	5	-6	0.0	-2	-46
COc1c(C)cc(Br)cc1C(=O)Nc1cccc(NC(=O)c2ccco2)c1	-0.68	2	-15	-6	-9	-1	-0.8	-9	-13[20 µM]
Cc1cccn2c(=O)c(C=Nc3ccccc3)c(NCCO)nc12	nt	-1	-15	-3	-5	-1	-0.5	-8	-20
Cc1csc(=Nc2cccnc2)n1Cc1ccco1	0.083	3	3	-1	-9	-8	0.5	-1	-13
COc1cc(OC)cc(C(=O)NCC(=O)OCC(=O)c2cc(OC)ccc2OC)c1	-1.5	-1	10	-1	-2	-9	0.7	10	-18
Cc1ccc(C(C)C)c(OCC(=O)OCc2c(C)noc2C)c1	0.2	6	3	-6	-6	6	-0.2	-26	-22
Cc1c(/C=N/NC(=O)CNc2ccccc2)c2ccccn2c1C(=O)c1ccccc1	-0.81	-2	5	0	-13	10	-0.2	2	6
COC(=O)COc1ccc2oc(=O)cc(C)c2c1	0.94	-1	13	4	-5	-2	0.1	1	-25[20 µM]
O=c1[nH]c2ccccc2c(O)c1-c1ccccc1	0.011	nt	12	nt	8	1	nt	3	-16
CCCC1CCC(C(=O)Nn2c(C)nc3ccccc3c2=O)CC1 (centres undefined)	-0.7	4	16	-1	1	-25	-0.1	6	-30[20 µM]
COC(=O)COc1ccc2c(-c3cccc([N+](=O)[O-])c3)cc(=O)oc2c1	-1.9	0	7	3	-2	5	1.2	0	-17[20 µM]
N#CCCN(C(=O)COC(=O)c1ccc(CNS(=O)(=O)c2ccc(F)c(Cl)c2)cc1)c1ccc(F)cc1	-1	1	12	0	-1	-19	0.0	10	-8
Cn1c(SCC(=O)Nc2ccccc2)nnc1C(F)(F)F	1.1	2	8	3	5	-3	0.1	1	-21
CCOC(=O)N1CCN(S(=O)(=O)c2cc(Cl)c(OC)cc2Cl)CC1	-0.63	-3	16	3	-2	-6	-0.1	8	-5[20 µM]
CN(C)c1nnnn1-c1cccc(Oc2ncc(C(F)(F)F)cc2Cl)c1	1	0	4	-2	-7	-11	-0.1	-4	-3
CCCNC(=O)COC(=O)c1cc(-c2ccc(OC)cc2)nc2ccccc12	-0.067	2	8	-2	-10	-12	2.1	-2	-8

Assay outcomes deposited in PubChem by several laboratories.

No enrichment for hits; about 4.4% have a hit in one of these screens.
